KCNK3 block – human KCNK3 channel inhibition, primary screen. B-score at 10 µM. AID 602410. 340,000 compounds, 0.84% hits. O14649. CHO-KCNK3 thallium flux, FluxOR fluorescence; hits give low values;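 active = B-score under library mean minus 4 SD, starting fluorescence ratio at most library mean plus 5 SD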;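 also: more negative B-score means stronger inhibition of thallium flux through KCNK3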
KCNK9 inh – human KCNK9 channel inhibition. HEK293 KCNK9, FluxOR thallium flux fluorescence; hits give low values. B-score at 10 µM. 310,000 compounds, 1.2% hits;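 active = ratio B-score over 3 SD below the library mean, with starting fluorescence within 5 SD of its mean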;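 also: negative B-score means less thallium flux so channel inhibition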
TRPC4 potent – allosterically enhances the mouse TRPC4 cation channel; HEK293 TRPC4beta/mu-opioid, DAMGO EC20, Fluo-4 Ca2+ flux; hits give high values; AID 2227; B-score at 10 µM; 310,000 compounds, 0.42% hits;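 active = B-score of calcium response area above 5 SD of library B-scores, with initial fluorescence ratio within 5 SD of library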;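 also: B-score of integrated fluorescence ratio over time as area under calcium response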
hERG rescue – shields human hERG channel from block by proarrhythmic agents; Q12809; 310,000 compounds, 0.51% hits; CHO-hERG, FluxOR thallium flux, dofetilide IC70 present; AID 1511; activation (rescue from dofetilide block), less the hit threshold, % at 10 µM;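 active = activation above the mean of controls blocked by dofetilide plus 5 SD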;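 also: thallium influx through hERG after potassium depolarization seen as dye fluorescence rise; in these data hits start at about 4.7%; inactives centre near -7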
Target sequence (Q12809 whole entry, looked up): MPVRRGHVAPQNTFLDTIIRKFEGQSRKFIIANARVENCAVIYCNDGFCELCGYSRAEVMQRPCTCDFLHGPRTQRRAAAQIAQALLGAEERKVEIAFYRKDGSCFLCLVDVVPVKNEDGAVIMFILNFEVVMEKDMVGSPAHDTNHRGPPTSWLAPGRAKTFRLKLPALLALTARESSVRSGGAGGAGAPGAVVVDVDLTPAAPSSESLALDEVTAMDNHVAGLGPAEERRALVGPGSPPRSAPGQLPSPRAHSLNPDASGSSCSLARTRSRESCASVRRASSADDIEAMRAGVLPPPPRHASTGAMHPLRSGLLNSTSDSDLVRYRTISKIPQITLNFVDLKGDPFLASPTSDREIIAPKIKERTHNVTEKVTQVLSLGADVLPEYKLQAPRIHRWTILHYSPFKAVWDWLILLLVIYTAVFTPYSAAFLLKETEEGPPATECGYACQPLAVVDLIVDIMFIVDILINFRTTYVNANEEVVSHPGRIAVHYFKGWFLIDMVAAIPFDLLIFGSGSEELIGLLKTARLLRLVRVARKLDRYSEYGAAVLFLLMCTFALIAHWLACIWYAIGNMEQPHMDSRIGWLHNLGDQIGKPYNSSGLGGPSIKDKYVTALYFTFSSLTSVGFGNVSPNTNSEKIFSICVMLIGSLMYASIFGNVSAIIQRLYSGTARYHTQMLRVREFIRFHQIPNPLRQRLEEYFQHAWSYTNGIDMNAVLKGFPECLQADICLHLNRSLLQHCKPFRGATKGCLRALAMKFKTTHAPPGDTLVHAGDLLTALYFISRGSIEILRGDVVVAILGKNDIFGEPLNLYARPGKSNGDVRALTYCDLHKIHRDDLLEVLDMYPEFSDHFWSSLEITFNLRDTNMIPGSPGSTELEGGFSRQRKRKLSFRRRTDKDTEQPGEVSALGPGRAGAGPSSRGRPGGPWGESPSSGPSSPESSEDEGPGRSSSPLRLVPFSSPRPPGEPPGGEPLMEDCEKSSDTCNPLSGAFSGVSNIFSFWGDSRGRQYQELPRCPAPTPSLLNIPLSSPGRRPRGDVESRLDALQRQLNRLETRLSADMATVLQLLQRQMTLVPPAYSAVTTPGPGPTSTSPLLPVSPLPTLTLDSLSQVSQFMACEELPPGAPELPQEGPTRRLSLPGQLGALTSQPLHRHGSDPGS
TMEM16A act – mouse TMEM16A channel activation, primary screen; 340,000 compounds, 0.3% hits; B-score at 10 µM; HEK293 TMEM16A/YFP-H148Q/I152L, iodide quench fluorescence; hits give low values; AID 623877; Q8BHY3;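 active = fluorescence-ratio B-score plate-corrected deviation score at least 3 library SD below zero, with starting fluorescence score within 5 deviations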;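 also: channel opened by trigger with iodide after compound preincubation; score built on the fluorescence ratio of max minus min over baseline; more negative score means more quench and so TMEM16A activation or potentiation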
TRPC4 act – activators of mouse TRPC4 channel; HEK293 TRPC4beta/mu-opioid, Fluo4 calcium fluorescence; hits give high values; 310,000 compounds, 0.49% hits; AID 2237; B-score at 10 µM;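 active = B-score above 5 SD of library B-scores, and initial fluorescence ratio not above library mean plus 5 SD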;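 also: positive B-score marks a calcium rise read as TRPC4 activation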
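Material: TRPC4beta and mu-opioid receptor HEK293 stable cells | Incubation: 45 min room-temperature Fluo4 loading, 110 s read | Detection: Kinetic Fluo4 calcium fluorescence | Measure: Integrated baseline-normalised fluorescence ratio, converted to per-well B score | Benchmarks: Low control buffer alone, high control maximal DAMGO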
HDAC3 inh – inhibitors of human histone deacetylase 3; inhibition, % at 8.3 µM; 320,000 compounds, 0.15% hits; recombinant HDAC3, fluorogenic peptide/trypsin coupled, fluorescence; O15379; in the data active = inhibition above about 26%, passing the limit was not always enough
TMEM16A inh – mouse TMEM16A channel inhibition, primary screen | Q8BHY3 | HEK293 TMEM16A/YFP iodide influx fluorescence, ionomycin | normalized B-score (activity score, 25-100; higher = stronger inhibition) at 10 µM | 310,000 compounds, 1.2% hits | AID 588511;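 active = ratio plate-corrected score three or more library SD toward inhibition, starting fluorescence score within five deviations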;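 also: score derived from kinetic fluorescence span divided by baseline fluorescence per well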
DYRK1A inh – inhibitors of rat Dyrk1A kinase. AID 504441. inhibition, % at 12.5 µM. Q63470. 310,000 compounds, 0.43% hits. ADP-Glo luminescence, NFATc1 peptide; in the data active = inhibition above about 50%;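 also: plate controls were vehicle with enzyme for no effect and no enzyme for full effect; many of its hits are not listed in these tables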
KCNQ1 inh – inhibitors of human KCNQ1 potassium channel | AID 2642 | B-score at 10 µM | 310,000 compounds, 1.3% hits | CHO-K1 KCNQ1, FluxOR thallium flux fluorescence; hits give high values;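 active = compounds whose thallium flux B-score, printed positive for inhibition, exceeds three library SD while starting fluorescence stays within three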;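 also: channel opened by potassium depolarization with thallium stimulus after 20 min compound exposure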
KCNQ1 act – human KCNQ1 channel potentiation or activation. 310,000 compounds, 0.35% hits. CHO-K1 KCNQ1, thallium flux FluxOR fluorescence; hits give high values. B-score at 10 µM. AID 2648. P51787;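 active = fluorescence ratio B-score, a plate-corrected score, at least three library SD, with initial intensity B-score within 5 SD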
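Test system: CHO-K1 cells stably expressing KCNQ1 / Medium: assay buffer / Also added: depolarizing K+/Tl+ stimulus, K2SO4 and Tl2SO4 each 12.5 mM in 5x stock / Incubation: 90 min dye loading and 20 min compound exposure, both at room temperature / Signal: thallium influx via FluxOR fluorescence, kinetic imaging / Evaluation: B score of baseline-normalized fluorescence ratio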
* marks the source's active call; other numbers are inactive results; i = inactive; · = no result given. These rows are one share of the data; the hit share may differ from the screen's.

SMILES	KCNK3 block	KCNK9 inh	TRPC4 potent	hERG rescue	TMEM16A act	TRPC4 act	HDAC3 inh	TMEM16A inh	DYRK1A inh	KCNQ1 inh	KCNQ1 act
Cc1ccc(CNS(=O)(=O)/C=C/c2ccc3c(c2)OCO3)cc1	i	i	i	3.4	i	i	14.0	i	-2.4	i	i
COc1ccccc1NC(=O)C(C)N(C)Cc1ccc(Cl)s1 (stereo not given)	i	-6.9*	i	-8.4	i	i	2.5	i	8.7	i	i
C=CCc1cccc(/C=N/NC(=O)C(C)Nc2cccc(C)c2)c1O (stereo not given)	i	i	i	-11.6	i	i	17.1	i	1.3	i	i
COc1ccc2c(c1)c(=O)oc1cc(OC(C(=O)O)c3ccccc3)ccc12 (stereo not given)	i	i	i	-6.8	i	i	-26.4	i	12.3	i	i
COc1ccccc1NC(=O)c1c(Br)cnn1C	i	i	i	-24.1	i	i	3.1	i	16.4	i	i
O=c1cc(-c2ccccc2)nc2n1Cc1ccccc1-2	i	i	i	-18.2	i	i	-4.2	i	21.1	i	i
Cc1[nH]n(-c2ccccc2)c(=S)c1C=Nc1cccc([N+](=O)[O-])c1	i	i	i	0.1	i	i	55.0*	i	-5.9	i	i
O=C(c1cccc([N+](=O)[O-])c1)N1CCN(c2cccc(Cl)c2)CC1	i	i	i	-6.0	i	i	·	i	0.6	i	i
Cc1cc(C)c2c(CN3CCN(C)CC3)cc(=O)oc2c1	i	i	i	-7.2	i	i	1.5	i	6.2	i	i
C=C(C)C1CC=C(C)/C(=N/NC(=O)C2CC2c2ccccc2)C1 (stereo not given)	i	i	i	-10.2	i	i	4.8	i	-0.4	i	i
CCOC(=O)[C@H]1[C@H]2COc3cc(OC)ccc3[C@@H]2N2C(=O)c3cc(C)ccc3NC(=O)[C@@]12C	i	·	·	·	i	·	-0.7	i	3.7	·	·
Cn1c(=S)n(C)c2ccccc21	i	i	i	-12.5	i	i	9.3	i	-10.3	i	i
CC(=O)Nc1ccc(C(=O)Nc2nc(-c3ccccn3)cs2)cc1	i	i	i	-2.8	i	i	-0.3	i	2.9	i	i
CCN(CC)CCCn1c2c(c(SCC(=O)Nc3nc4ccccc4s3)nc1=O)CCC2	i	i	i	-9.2	i	i	1.5	i	37.5	i	i
Cc1ccc(C(=O)CSc2ccccn2)cc1	i	i	i	-3.8	i	i	0.2	i	0.7	i	i
CC1(C)C2CCC1(CS(=O)(=O)NC1CCCC1)C(=O)C2 (stereo not given)	i	i	i	-10.1	i	i	2.4	i	·	i	i
COc1ccc(Nc2c(-c3ccco3)nc3cccc(C)n23)cc1	i	i	i	-3.4	i	i	-29.8	i	-4.7	i	i
Cc1cccc(NC(=O)CSc2nnc(CN3CCOCC3)n2C)c1C	i	i	i	1.8	i	i	·	i	0.6	i	i
Cc1ccc(C(=O)NCCCNC(=O)c2ccc(C)nc2)cc1	i	i	i	-4.6	i	i	3.0	i	1.3	i	i
Cc1nnc(SCCCn2c(N3CCN(c4ccccc4)CC3)nc3c2c(=O)[nH]c(=O)n3C)s1	i	i	i	-8.3	i	i	0.4	i	9.0	i	i
Nc1cc(N)nc(SCC(=O)NNC(=O)c2ccc(Cl)cc2)n1	i	i	i	-12.8	i	i	-0.3	i	1.2	i	i
Oc1ccc(N=Nc2ccc3c(c2)OCCO3)c2ncccc12	i	i	i	29.5*	i	i	-1.2	i	14.8	i	15*
CC(C)CN(CCNC(=O)CN1C(=O)COc2ccc(S(=O)(=O)N3CCC(C)CC3)cc21)CC(C)C	i	i	i	-6.5	i	i	-5.1	i	-0.1	i	i
CC(C)[C@H](NC(=O)N1CCn2c1nc1ccccc12)C(=O)N[C@@H](C(=O)O)c1ccccc1	i	i	i	-6.1	i	i	1.4	i	9.2	i	i
COCCN1C(=O)/C(=C2/C(=O)N(CC(=O)Nc3ccccc3Cl)c3ccccc32)SC1=S	i	i	i	-5.6	i	i	0.4	i	-2.1	i	i
CS(=O)(=O)NCCNc1cc(Cl)ccc1[N+](=O)[O-]	i	i	i	-5.0	i	i	3.9	i	-2.9	i	i
O=C(CNC(=O)c1ccc(Br)o1)NC1CCCCC1	i	i	i	-11.7	i	i	1.6	i	-12.6	i	i
CC(C)OCCCNC(=O)C1CC(=O)N(CCc2ccccc2)C1 (stereo not given)	i	i	i	-4.6	i	i	3.2	i	-0.2	i	i
CN(Cc1ccccc1)/C(=N/O)c1cccc(Cl)c1	i	i	i	-8.8	i	i	2.0	i	-3.0	i	i
COc1cccc2nc3cc(C)c(C)cc3nc12	i	i	i	-7.4	i	i	2.5	i	·	i	i
COc1cccc(C2=NN(C(=O)c3ccco3)C(O)(C(F)(F)F)C2)c1 (stereo not given)	i	i	i	-14.5	i	i	0.1	i	3.3	i	i
O=C(Nc1ccc(Cl)cc1)c1ccc2c(c1)S(=O)(=O)c1ccccc1C2=O	i	i	i	-8.6	i	i	3.7	i	7.5	i	i
CC(N1CCOC1=O)S(=O)(=O)c1ccccc1 (stereo not given)	i	i	i	0.7	i	i	-3.7	i	-3.2	i	i
O=C(O)Cc1csc(NC(=O)c2ccco2)n1	i	i	i	-2.5	i	i	-4.8	i	4.1	i	i
CC(C)C1NC2(C(=O)c3ccccc3C2=O)C2C(=O)N(c3ccc(F)cc3)C(=O)C12 (stereo not given)	i	i	i	-9.0	i	i	0.1	i	-3.0	i	i
CCn1cc(C(=O)NCCc2ccccc2)c(=O)c2cc(S(=O)(=O)N3CCCC3)ccc21	i	i	i	-21.4	i	i	-2.9	i	1.8	i	i
CCOC(=O)c1ccc(-n2c(CN3CCC(O)CC3)nc3ccc([N+](=O)[O-])cc3c2=O)cc1	i	i	i	-10.8	i	i	·	i	4.3	i	i
COc1ccc(/C=N/NC(=O)c2ccc(N(C)S(=O)(=O)c3ccccc3)cc2)c(OC)c1	i	i	i	-13.1	i	i	6.5	i	-80.8	i	i
COc1cccc(CNc2ccc(C(=O)O)cc2)c1OCc1ccccc1	i	i	i	-8.2	i	i	·	i	0.9	i	i
O=C(CNC(=S)NC(=O)c1ccc(F)cc1)c1ccccc1	i	i	i	-2.7	i	i	-4.1	i	-3.4	i	i
COC(=O)CC1C(=O)NCCN1C(=O)c1ccc(S(=O)(=O)N2CCOCC2)cc1 (stereo not given)	i	i	i	-4.1	i	i	2.4	i	2.7	i	i
Nc1c(-c2ccc(Cl)cc2)nnn1-c1ccccc1	i	i	i	-12.3	i	i	-2.6	i	-4.0	i	i
O=C(CSc1ccc(Cl)cc1)Nc1cccc(-c2nc3ncccc3o2)c1	i	i	i	4.2	i	i	5.6	i	7.7	i	i
CC(C)/C=C/CN1CCN(CCCc2ccccc2)C(CCO)C1 (stereo not given)	i	i	i	-0.8	i	i	8.7	i	0.8	i	i
Cc1sc(NC(=O)CS(=O)(=O)c2ccccc2)c(C#N)c1C	i	i	i	-5.8	i	i	-3.9	i	-0.8	i	i
CCCOc1ccc(/C=N/NC(=O)CN2CCCCC2)cc1	i	i	i	-8.5	i	i	1.5	i	70.7*	i	i
Cc1ccc2[nH]c(=O)c(CN(Cc3cccs3)Cc3nnnn3Cc3ccccc3)cc2c1	i	i	i	-14.6	i	i	2.9	i	·	i	i
CCc1ccc(NC(=O)CN(c2ccccc2)S(=O)(=O)N(C)C)cc1	-10.3*	i	i	-3.6	i	i	4.0	i	-1.7	i	i
COc1cc(OC)cc(-c2cc3nc(C)c(CCC(=O)NC(C)CCc4ccco4)c(C)n3n2)c1 (stereo not given)	i	i	i	-3.1	i	i	-0.3	i	-6.4	i	i
O=C(Nc1nnc(-c2ccco2)o1)C1CCCCC1	i	i	i	-1.4	i	i	6.0	i	0.1	i	i
Cc1ccc(CNC(=O)C2CCN(S(=O)(=O)c3cnc[nH]3)CC2)cc1	i	i	i	-12.2	i	i	6.1	i	-4.3	i	i
Cc1ccc(S(=O)(=O)N2CCCCC2)cc1NC(=O)CN1C(=O)CN(C)C1=O	i	i	i	-4.9	i	i	0.3	i	-6.3	i	i
CCOC(=O)C1(CC2CC2)CCN(Cc2cnc(-c3ccccc3C)nc2)CC1	i	i	i	-1.8	i	118*	1.3	i	·	7*	i
CCN1C(=O)C(CC(=O)Nc2ccc(Cl)cc2)N(NC(=O)c2ccncc2)C1=S (stereo not given)	i	i	i	0.7	i	i	-4.9	i	·	i	i
O=C(N/N=C/c1cccc(Cl)c1Cl)Nc1ccccc1	i	i	i	-15.3	i	i	-0.3	i	-0.8	i	i
Cc1ccc2cc3c(N)[nH]nc3nc2c1	i	i	i	-6.5	i	i	-0.2	i	38.8	i	i
CCCCn1c(-c2ccc(OC)cc2)nc2c(=O)n(C)c(=O)[nH]c21	i	i	i	-10.7	i	i	-32.6	i	-3.9	i	i
CCC(=O)N1CC2(c3ccccc3)CN(C(=O)CC)CC(c3ccccc3)(C1)C2=O	i	i	i	-16.5	i	i	-2.1	i	-5.5	i	i
COc1ccc(-c2cn3c(C)c(C(=O)N4CCCc5ccccc54)sc3n2)cc1	i	i	i	-14.9	i	i	15.1	i	5.6	6*	i
CCNC(=S)N1CCCCC1CO (stereo not given)	i	i	i	-0.8	i	i	-7.9	i	0.7	i	i

Following part
SMILES	KCNK3 block	KCNK9 inh	TRPC4 potent	hERG rescue	TMEM16A act	TRPC4 act	HDAC3 inh	TMEM16A inh	DYRK1A inh	KCNQ1 inh	KCNQ1 act
O=C1c2cccc(OCC(=O)N3CCCc4ccccc43)c2CCN1Cc1cccnc1	i	i	i	-18.6	i	i	-7.2	i	·	i	i
O=C(NCC1OCCCN1S(=O)(=O)c1cc(F)ccc1F)C(=O)NC1CCCC1 (stereo not given)	i	i	i	0.1	i	i	0.4	i	·	i	i
CC(=O)c1cccc(OCc2cc(C(=O)N(C)CCc3ccccn3)no2)c1	i	i	i	-7.6	i	i	2.8	i	7.5	i	i
C/C(=N\NC(=O)c1nc2ccccn2c1C)c1cccc([N+](=O)[O-])c1	i	i	i	-13.1	i	i	-8.7	i	·	i	i

Bioassay records (PubChem BioAssay)
